# dFosB act: enhances mouse delta FosB homodimer DNA binding; activation, % at 25 µM; P13346; 340,000 compounds, 0.99% hits; purified delta FosB, TAMRA-CDK5 oligo fluorescence polarization; percent of positive-control signal above neutral wells;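 active = mean activation above about 17%, with every replicate also reaching it, limit read from the data, passing the limit was not always enough; inconclusive = only one of the two conditions met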;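 also: fluorescence polarization rise as delta FosB binds a TAMRA Cdk5 AP-1 oligo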
# Target sequence (P13346 whole entry, looked up): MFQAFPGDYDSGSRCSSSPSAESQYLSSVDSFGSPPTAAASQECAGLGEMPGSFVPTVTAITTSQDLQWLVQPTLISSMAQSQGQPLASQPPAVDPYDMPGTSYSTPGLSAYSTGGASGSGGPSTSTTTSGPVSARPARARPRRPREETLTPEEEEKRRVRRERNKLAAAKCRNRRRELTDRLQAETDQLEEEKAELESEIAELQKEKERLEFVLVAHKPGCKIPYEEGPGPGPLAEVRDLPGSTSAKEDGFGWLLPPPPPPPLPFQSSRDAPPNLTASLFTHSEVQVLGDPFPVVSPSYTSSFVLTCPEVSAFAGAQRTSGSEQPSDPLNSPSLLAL
# CAL PDZ FP-1: blocks peptide binding to the human CAL PDZ domain; purified CAL PDZ, TMR-peptide fluorescence polarization, 1 h; AID 602252; inhibition, % at 24.9 µM; Q9HD26; 300,000 compounds, 0.92% hits;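 active = mean inhibition of at least 30% with at least half of replicates also reaching 30%; inconclusive = no clear call, values can overlap the other calls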;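 also: 0% = DMSO neutral control and 100% = excess unlabeled competitor peptide PRC23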
# Tat transport: blocks Tat-dependent protein export in E. coli; 340,000 compounds, 0.036% hits; E. coli MC4100 TorA-mCherry Tat export, fluorescence; inhibition, % at 10 µM;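 active = mean replicate inhibition at least 50% and at least half of replicates individually reaching 50%; inconclusive = only one of the two criteria met; inactive = neither criterion met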;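 also: exported cargo escapes ClpAP degradation while cytoplasmic cargo is degraded and loses fluorescence; 0% = median of neutral control wells and 100% = median of NaSCN control wells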
# Rtt109 Vps75: inhibitors of Candida albicans Rtt109/Vps75 histone acetyltransferase; purified Rtt109/Vps75, ThioGlo CoA-SH fluorescence, 4 h; inhibition, % at 34.9 µM; 330,000 compounds, 0.16% hits; Q5AAJ8; AID 540336;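 active = inhibition of at least 50% in every replicate; inconclusive = best replicate reaches 50% inhibition but some replicates fall short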
# Target sequence (Q5AAJ8 whole entry, looked up): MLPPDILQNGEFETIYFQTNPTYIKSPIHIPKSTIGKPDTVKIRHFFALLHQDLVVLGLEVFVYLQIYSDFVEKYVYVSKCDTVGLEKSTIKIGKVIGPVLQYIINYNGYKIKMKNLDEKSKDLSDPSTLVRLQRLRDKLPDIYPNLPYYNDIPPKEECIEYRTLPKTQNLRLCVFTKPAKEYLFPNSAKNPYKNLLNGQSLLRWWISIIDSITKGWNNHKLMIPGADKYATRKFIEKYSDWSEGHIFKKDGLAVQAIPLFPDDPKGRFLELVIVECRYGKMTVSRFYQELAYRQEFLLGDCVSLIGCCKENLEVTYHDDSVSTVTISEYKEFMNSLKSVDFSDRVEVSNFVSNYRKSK
# Wnt bcat act: Wnt/beta-catenin pathway activation; Wnt/beta-catenin reporter cell assay, activator, plate reader; activation, % at 9.35 µM; 300,000 compounds, 1.2% hits; AID 743398; in the data active = activation above about 30%, passing the limit was not always enough; inconclusive = no clear call, values can overlap the other calls;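 also: 0% = neutral control wells and 100% = positive control wells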
# RTF Ca sens act: increases calcium sensitivity of human cardiac regulated thin filaments. P19429+P45379. IANBD-labeled TnC RTF fluorescence at EC20 calcium; 0% EC20 calcium, 100% full calcium. activation, % at 7.2 µM. 340,000 compounds, 0.24% hits. AID 493008;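 active = activation above the mean over all tested compounds plus 3 SD, cut at about 30% in these data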;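 also: rise in fluorescence read as greater calcium sensitivity of cardiac thin filaments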
# CDK5 inh: blocks human CDK5/p35 kinase activity | Q00535+Q15078 | Recombinant CDK5/p35, ADP-Glo luminescence, 60 min | inhibition, % at 10 µM | 330,000 compounds, 0.01% hits;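 active = highest replicate inhibition of at least 50% and at least 75% of replicates reaching 50%; inconclusive = only one of the two criteria met; inactive = both criteria failed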;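 also: plate controls were DMSO neutral control for no effect and GW8510 at 10 µM for full effect; many of its hits are not listed in these tables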
# V-ATPase pH: alters yeast V-ATPase proton transport; S. cerevisiae, pHLuorin cytosolic pH fluorescence; response, % at 10 µM; 350,000 compounds, 0.37% hits; in the data active = response mostly above about 7.3%, no sharp cut-off; inactive = mostly below about 5.4%; also: actives read high; inactives centre near 0; some compounds called inactive have numbers as strong as hits; reference of the scale not given here
# CAL PDZ FP-2: blocks peptide binding to human CAL PDZ domain; Q9HD26; purified CAL PDZ, TMR-peptide fluorescence polarization, 1 h; inhibition, % at 20 µM; 330,000 compounds, 0.02% hits; AID 504414;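 active = highest replicate inhibition of at least 40%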;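 also: plate controls were DMSO neutral control wells for no effect and unlabeled competitor peptide control wells for full effect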
#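 Assay system – tagged CAL PDZ protein CerCALP, purified · Timing – 1 h at RT · Compound – single point, 20 µM · Measured by – fluorescence polarization from S- and P-plane intensities, G-factor corrected · Evaluation – inhibition from polarization loss · Probe or stimulus – TMR reporter peptide T*-PRC34 · Buffer or medium – pH 7.4 phosphate-saline buffer, reducing agent, detergent, IgG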
# MITF TRPM1 HTS: activators of MITF-driven TRPM1 promoter activity in SK-MEL-5 cells; SK-MEL-5 TRPM1-promoter luciferase, 24 h; % of positive control, neutral wells = 0; activation, % at 12.5 µM; 300,000 compounds, 0.75% hits;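 active = mean activation of at least 80% with every replicate also reaching 80%; inconclusive = mean reaches 80% but some replicate falls short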;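 also: 0% = neutral control wells and 100% = parthenolide positive control wells; values of inactives mirror those of a sister screen read the other way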
# Active calls of the source: *; u = inconclusive; x = no result given; & = joins results of further samples.
# Results follow in this order: Tat transport | CAL PDZ FP-1 | V-ATPase pH | Rtt109 Vps75 | CDK5 inh | dFosB act | Wnt bcat act | CAL PDZ FP-2 | MITF TRPM1 HTS | RTF Ca sens act
Nc1ccc(C(=O)O)c(O)c1
→ -1&-2&7&-5 | 1&3&-2 | -2&1&-3 | 2&3&10&10 | -1.2&-11&-1.2 | -2&-2&2 | -2&1&-5 | -0.6&0.5&-0.3 | -2&-10&0 | 0&-7&-1
CC(C)C1NC(C(=O)O)Cc2c1[nH]c1ccccc21 (stereo unspecified)
→ 6 | -2 | 0 | -3 | 1.9 | -2 | 0 | -6.0 | 3 | 4
CC1CN(C(=O)c2ccc(COc3ccc(C(C)C)cc3)o2)CC(C)O1 (stereo unspecified)
→ 10 | x | -1 | -7 | 0.4 | -15 | 2 | -1.7 | x | 5
COc1cccc(NC(=O)C2CCN(C(=O)[C@@H]3Cc4ccccc4CN3)CC2)c1
→ -8 | -2 | -2 | 0 | -0.3 | -6 | 1 | -2.8 | 5 | 6
CSc1nc2c(c(=O)[nH]c(=O)n2C)n1C/C=C(\C)Cl
→ 1 | x | 2 | 8 | 1.7 | -6 | x | -2.6 | -2 | 2
O=C(CCCc1ccccc1)Nc1cccnc1Cl
→ 1 | 3 | 0 | -6 | 0.7 | 1 | 1 | -1.3 | 10 | -3
Cc1ccc(N(Cc2ccccc2)C(=O)c2cccc(S(=O)(=O)N3CCN(C)CC3)c2)cc1
→ 4 | 8 | -4 | -8 | 1.8 | -6 | 1 | -2.3 | 21 | -7
Cc1ccc(N2C(=O)NC(NS(=O)(=O)c3ccccc3)(C(F)(F)F)C2=O)cc1C (stereo unspecified)
→ 2 | x | 2 | 5 | -2.1 | 7 | -1 | 0.1 | -12 | -1
COc1ccccc1OCc1ccc(C(=O)NC(C)(C)C)o1
→ 14 | 1 | -4 | 10 | -0.2 | 3 | 2 | -0.3 | 0 | -2
CCCCCCC(=O)Nc1ccc(Br)cn1
→ -4 | 63* | 1 | 4 | 1.4 | 2 | 10 | -2.3 | 39 | 1
COc1ccc(/C=C/C(=O)NC2CCCCCCC2)cc1S(=O)(=O)N1CCOCC1
→ -3 | -5 | -3 | 3 | -0.8 | -10 | 6 | -1.6 | 30 | 0
COc1ccc(N2CC(C(=O)Nc3nnc(C4CCCCC4)s3)CC2=O)cc1 (stereo unspecified)
→ 2 | x | -1 | -7 | 1.4 | -6 | 0 | -0.7 | 2 | -2
CCOCCCNC(=O)C1c2ccccc2Oc2ccccc21
→ -6 | 3 | -4 | 2 | 0.2 | -1 | 0 | -0.3 | 9 | -6
COc1ccccc1N1CCN(C(=O)c2sc3ncn(CC(=O)N4CCC(C)CC4)c(=O)c3c2C)CC1
→ 7 | -3 | 4 | 0 | 0.6 | -5 | -3 | -2.2 | 7 | 5
COCc1cc(=O)[nH]c(N2CCN(c3ccccc3OC)CC2)n1
→ 6 | -2 | -1 | 1 | -0.2 | -1 | 1 | 0.8 | x | 0
Cc1ccc(-n2c(NN)nc3ccccc3c2=O)c(C)c1
→ 7 | 0 | -3 | 7 | -1.1 | -1 | 10 | -1.9 | 4 | 0
CCOc1ccc2nc(Cl)c(C3CC(c4ccco4)=NN3S(C)(=O)=O)cc2c1 (stereo unspecified)
→ -4 | 4 | -1 | 3 | -0.5 | -3 | 1 | -0.9 | 2 | 5
OCCNCc1cccc(Br)c1
→ 0 | -3 | -4 | 1 | -2.3 | 1 | -2 | -6.6 | 6 | 11
C/C(CC(=O)Nc1cccc(Cl)c1)=N\NC(=O)Cc1ccc(Cl)cc1
→ 0 | -3 | 4 | 0 | 2.7 | -11 | -8 | -3.4 | x | -3
COc1ccccc1N1CCN(CC(=O)Nc2ccccc2C(=O)NC(C)c2ccccc2)CC1 (stereo unspecified)
→ 3 | -1 | 4 | 4 | -0.5 | -7 | -19 | -2.0 | -16 | -2
O=C(NCc1ccc2c(c1)OCO2)c1ccc(CSCc2cccc(Cl)c2)o1
→ 5 | -5 | -2 | 5 | -0.1 | -11 | -3 | -1.5 | 6 | 5
CC(C)C[C@H]1CN([C@@H](CC(C)C)CN2CCC[C@@H]2CN2C(=O)C(=O)NC[C@@H]2Cc2ccccc2)C(=O)C(=O)N1CC1CCCCC1
→ 8 | -9 | 1 | 13 | -0.3 | -19 | -1 | 0.5 | -3 | 0
COC(=O)C1=C(Nc2ccc(C)cc2)C=C(C)C(C(=O)OC)C1c1ccc(F)cc1 (stereo unspecified)
→ 9 | -4 | 4 | -10 | -0.6 | -7 | x | -0.5 | x | 3
CC(C)N(C(=O)COC(=O)c1ccc([N+](=O)[O-])cc1)c1ccccc1
→ -3 | x | -3 | -8 | -0.3 | -15 | -2 | -0.9 | -5 | -3
CC1CCCN(Cc2c(O)ccc3c(=O)c(-c4ccc(Cl)cc4)coc23)C1 (stereo unspecified)
→ 2 | 7 | 1 | 4 | 1.2 | -7 | -2 | -1.2 | 11 | 1
Cc1cccc(C)c1N1CCN(S(=O)(=O)c2ccc(F)cc2)CC1
→ 3 | -5 | -5 | 8 | 1.5 | -7 | 1 | x | 15 | -5
O=S(=O)(c1ccc(Br)cc1F)N1CC[C@H](O)C1
→ -5 | -3 | -3 | -5 | 1.5 | 0 | -1 | -1.0 | -2 | 2
CC(=O)NNC(=S)NCCc1ccccc1
→ -6 | 8 | 1 | 2 | 0.6 | 2 | 4 | -1.5 | 8 | 1
COC(=O)c1sc2ccccc2c1C(=O)OC
→ -8 | x | 1 | 2 | 0.3 | 4 | x | -2.4 | -5 | -1
CCOC(=O)CNC(=O)c1ccc2[nH]c3ccccc3c2c1
→ -5 | -5 | -2 | 0 | -0.6 | -1 | 1 | -3.3 | 8 | -7
C=CCn1c(SCc2cccnc2)nnc1-c1ccncc1
→ 1 | -1 | 1 | x | -0.6 | -5 | -1 | -2.2 | x | 3
NS(=O)(=O)c1ccc(CNC(=O)Cc2ccccc2[N+](=O)[O-])cc1
→ 5 | -11 | -2 | 0 | -1.8 | 5 | 0 | 0.1 | x | 2
COc1ccc(NC(=O)CCc2nnc3ccc(NCc4ccc5c(c4)OCO5)nn23)cc1
→ 3 | -4 | 1 | -1 | -0.9 | u | -1 | -3.6 | 4 | -1
CCCCN(c1ccccc1)S(=O)(=O)c1cccc(C(=O)Nc2c(C)n(C)n(-c3ccccc3)c2=O)c1
→ 5 | -4 | -6 | -4 | 1.0 | -6 | u | 1.6 | 1 | 0
Cc1cccc(C(=O)N2CCCC(Nc3ccc(F)c(F)c3)C2)n1 (stereo unspecified)
→ -2 | 5 | -2 | 6 | -0.8 | -3 | -1 | -0.2 | 7 | 0
COc1ccc(-n2c(O)c(/C=N/n3cnnc3)c3ccccc3c2=O)cc1
→ -5 | -2 | 0 | -168 | 1.3 | -8 | 2 | x | 8 | 5
CCSc1nc2ccccc2n1Cc1ccccc1F
→ 0 | -5 | 3 | -2 | -1.0 | 0 | -5 | x | x | -6
COc1cccc(NC(=O)COC(=O)c2c(F)cccc2Cl)c1
→ -10 | -1 | -1 | -3 | 1.4 | 2 | -2 | -2.4 | 25 | -6
COc1ccccc1N(O)C1CC(=O)N(c2ccc(Br)cc2)C1=O (stereo unspecified)
→ 11 | 0 | -1 | 20 | -1.6 | -9 | 9 | -2.0 | x | 3
O=C(Nc1ccc(Br)cc1)C1OCCc2ccccc21 (stereo unspecified)
→ -1 | 4 | 2 | 4 | 1.0 | -1 | 7 | -1.0 | -2 | 2
Cc1cccc(OCCSc2nc(N)cc(N)n2)c1
→ 2 | -3 | -1 | 29 | 1.4 | -6 | 28 | -2.8 | 30 | -1
CC(C)N(Cc1ccccc1)C(=O)c1ccc2nsnc2c1
→ 2 | -5 | 3 | 0 | 2.5 | 0 | 5 | -0.6 | 4 | -6
Cc1nn(-c2ccccc2)c2c1C(=O)NC(=O)C(C)(C)C2
→ 19 | x | 2 | -6 | -0.1 | -5 | x | -0.7 | 4 | -2
CC1CCN(c2ccccc2NC(=S)NC(=O)c2ccc(-c3cccc([N+](=O)[O-])c3)o2)CC1
→ -2 | 0 | 0 | -5 | -1.0 | 0 | -1 | -0.6 | x | -1
CCOC(=O)Cn1c(=O)c2c(nc3n2CC(C)CN3Cc2ccccc2)n(C)c1=O (stereo unspecified)
→ 11 | 0 | -4 | 13 | 0.9 | -4 | 2 | -2.8 | -5 | 2
COCCNC(=O)c1ccc(N2CC3CC(C2)c2cccc(=O)n2C3)c(NC(=O)c2c(F)cccc2F)c1 (stereo unspecified)
→ 0 | -3 | -1 | -16 | -0.9 | -3 | 4 | -0.6 | 13 | -8
CCN(CC)S(=O)(=O)c1cc(C(=O)Oc2ccccc2OC)ccc1OC
→ 6 | -6 | -1 | 8 | -2.3 | -10 | x | x | 0 | 0
COc1cc(C(=O)NC2CCCCC2)ccc1OCc1ccc(Cl)cc1Cl
→ -4 | -5 | -4 | -8 | -0.1 | 11 | -16 | -1.5 | -5 | -1
CCOC(=O)[C@@H]1[C@H]2COc3ccccc3[C@@H]2N2C(=O)N(c3ccc(Br)cc3)C(=O)[C@]12C
→ -6 | -3 | -2 | 5 | 2.1 | -2 | -3 | -0.2 | 12 | -5
COc1cccc(CNC(=O)CCC2CCCN(C/C=C/c3ccccc3OC)C2)c1 (stereo unspecified)
→ -5 | 3 | -2 | 5 | 1.2 | -3 | -2 | -3.4 | 8 | -3
CSC1=C(C#N)C(c2ccccc2)C(C(C)=O)=C(C)N1 (stereo unspecified)
→ -7 | -2 | 1 | 1 | 4.1 | 1 | -7 | -1.3 | -16 | 2
CSCC[C@H](NC(=O)OC(C)(C)C)C(=O)N1CCC(C(=O)NCC(=O)Nc2ccc(C)cc2)CC1
→ 24 | 1 | -1 | 1 | -0.8 | -6 | 0 | -0.1 | 7 | 0
Cc1ccc(NC(=O)Nc2ccc(F)cc2)nc1
→ 9 | -4 | 2 | 4 | 4.3 | -6 | x | -1.5 | 82* | 1
CCOc1ccc(NC(=O)C2CCCN(c3cnccn3)C2)cc1 (stereo unspecified)
→ 1 | -4 | -3 | -14 | 1.1 | 6 | 0 | -1.7 | 16 | -6

# Source: PubChem BioAssay
